Source: PubChem (National Center for Advancing Translational Sciences (NCATS))
PI5P4K alpha inh – blocks human PI5P4K alpha kinase activity; P48426; hit rate 1.2% among 330,000; max response, %; PI5P4Kalpha enzyme, ADP-Glo luminescence, 60 min; active compounds read low; active = max response of -50% or lower; inconclusive = between -30% and -50%; inactive = -30% or higher; also: value at the top dose of about 77 µM; % is scaled to controls: 0 for no effect and ±100 for the full control effect
Target sequence (P48426 whole entry, looked up): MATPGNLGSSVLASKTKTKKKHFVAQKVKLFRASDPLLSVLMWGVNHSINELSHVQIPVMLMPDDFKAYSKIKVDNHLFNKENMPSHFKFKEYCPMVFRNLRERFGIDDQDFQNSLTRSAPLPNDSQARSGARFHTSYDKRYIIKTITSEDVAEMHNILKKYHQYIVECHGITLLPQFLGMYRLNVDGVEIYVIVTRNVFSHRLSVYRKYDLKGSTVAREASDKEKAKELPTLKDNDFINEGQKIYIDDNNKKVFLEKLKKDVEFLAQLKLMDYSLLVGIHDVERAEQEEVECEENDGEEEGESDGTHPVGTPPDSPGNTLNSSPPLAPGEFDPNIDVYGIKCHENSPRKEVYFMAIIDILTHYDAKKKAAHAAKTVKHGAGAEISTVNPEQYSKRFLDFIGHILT
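Controls without substrate or without enzyme flank wells where PI5P4Kalpha converts substrate using 5 microM ATP (final). Incubation lasts 60 minutes at room temperature; ADP formed is read by ADP-Glo luminescence.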
GLP-1R agonist – activates the human GLP-1 receptor; P43220; HEK293 GLP-1R CRE-luciferase, luminescence, 4-6 h; cells express a hypersensitive GLP-1R form; Potency, µM (doses to about 45.6 µM), for the others: at the highest dose activation, most hits filed as activators; hit rate 0.007% among 380,000; AID 624172; also: potency is read from the fitted curve at half-maximal effect; % of control where 0% means no effect
Target sequence (P43220 whole entry, looked up): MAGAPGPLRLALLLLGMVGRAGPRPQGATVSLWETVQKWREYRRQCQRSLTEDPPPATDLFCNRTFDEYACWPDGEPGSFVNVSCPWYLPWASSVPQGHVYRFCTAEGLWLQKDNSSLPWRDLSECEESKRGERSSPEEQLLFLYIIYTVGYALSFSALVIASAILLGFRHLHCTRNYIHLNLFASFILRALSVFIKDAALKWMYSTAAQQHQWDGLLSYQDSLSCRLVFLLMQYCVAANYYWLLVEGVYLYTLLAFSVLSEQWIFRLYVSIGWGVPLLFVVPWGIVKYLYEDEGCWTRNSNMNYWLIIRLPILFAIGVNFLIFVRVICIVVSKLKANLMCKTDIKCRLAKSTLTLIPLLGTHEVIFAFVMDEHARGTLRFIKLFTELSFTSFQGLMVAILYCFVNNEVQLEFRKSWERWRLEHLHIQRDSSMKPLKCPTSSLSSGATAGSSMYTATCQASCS
DRD3 antagonist – D3 dopamine receptor (human) antagonism. AID 652054. max response, negative = inhibition, %. hit rate 2.5% among 360,000. D3R cells, DiscoveRx beta-arrestin luminescence, antagonist mode; active compounds read low. P35462; in the data active = max response below about -50%; inconclusive = no clear call, values can overlap the other calls; also: % is scaled to controls: 0 for no effect and ±100 for the full control effect; mostly tested at two doses, the higher about 12 µM
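Cells expressing the human receptor were seeded at 1500 cells/well, incubated overnight at 37 degrees C in 5% CO2, then exposed to library compounds with dopamine controls for 90 minutes at 37 degrees C before luminescent detection.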
GLP1R inv ag – inverse agonists of human GLP-1 receptor; P43220; HEK293 GLP-1R CRE-luciferase, luminescence, 24 h; GLP-1R form is constitutively active; Potency, µM (doses to about 38.3 µM), without a hit: at the highest dose activity change, negative = inhibition, hits mostly inhibitors; hit rate 1.6% among 410,000; AID 624417; also: potency is read from the fitted curve at half-maximal effect; % is scaled to controls: 0 for no effect and ±100 for the full control effect; nearly all actives have a fitted effect of over 55% in size
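Readout was luciferase luminescence, measured 12 min after detection reagent at room temperature. Beforehand, GLP-1R reporter HEK293 cells had sat 12 h, then received compounds for 24 hr at 37 deg C.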
D3 ag – D3 dopamine receptor (human) agonism | hit rate 0.58% among 410,000 | D3R DiscoveRx beta-arrestin cells, luminescence, 90 min | max activation, % | AID 652048; in the data active = max activation above about 30%; also: 0% is about no effect; mostly tested at two doses, the higher about 12 µM
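Agonist-mode cell screen: cells plated at 1500/well and incubated overnight at 37 °C, then exposed to library compounds for 90 min at 37 °C. Detection reagent was added for 30–60 min at room temperature, and luminescence was read.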
WRN helicase inh – blocks human WRN helicase. WRN helicase unwinding, fluorescent forked duplex, kinetic. hit rate 0.46% among 360,000. Q14191. Potency, µM (series often up to 114 µM), for inactives: top-dose activity change, negative = inhibition, hits mostly inhibitors. AID 651768; also: potency is read from the fitted curve at half-maximal effect; % is scaled to controls: 0 for no effect and ±100 for the full control effect; nearly all actives have a fitted effect of over 55% in size
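Enzyme (20 nM final) and test compound sit together 15 min at room temperature before substrate addition. Substrate is a single-forked duplex oligonucleotide (100 nM) labelled with fluorophore and quencher, with 2 mM ATP; helicase unwinding raises red fluorescence, read kinetically.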
PLK1 PBD inh – PLK1 (human) polo-box domain binding inhibition. P53350. Plk1 PBD binding of FITC phosphopeptide, fluorescence polarization. AID 720504. Potency, µM, for inactives: max response, negative = inhibition, most hits filed as inhibitors. hit rate 2.8% among 360,000; also: potency is read from the fitted curve at half-maximal effect; series mostly up to about 57 µM; % is scaled to controls: 0 for no effect and ±100 for the full control effect; nearly all actives have a fitted effect of over 65% in size
HEK293 tox – cytotoxicity in counter-screen for GLP-1R inverse agonists; HEK293 cAMP-luciferase reporter cells, luminescence, 24 h; hit rate 0.13% among 410,000; Potency, µM (titrated, usually from 38.3 µM), inactives show top-dose activity change, negative = inhibition, most hits filed as inhibitors;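 also: loss of luciferase light is scored as toxicity; potency is read from the fitted curve at half-maximal effect; % is scaled to controls: 0 for no effect and ±100 for the full control effect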
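Quantitative HTS format, 1536 wells, 200 cells/uL seeded. Compounds: 23 nL, 24 h, 37 °C. Detection: luciferase reagent, luminescence at 12 min RT; decreased signal taken as cytotoxic.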
IL-2 act – activators of IL-2; IL-2 activation reporter assay, cell-based qHTS; stimulated with anti-CD3/CD4/CD28 beads; in transgenic mouse T cells; activation, % (series mostly up to about 46 µM); hit rate 0.065% among 360,000; in the data active = activation above about 50%; inconclusive = mostly about 30% to 49%; also: 0% is about no effect
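First, unstimulated transgenic mouse T cells were exposed to compound for 60 min. Next, anti-CD3/anti-CD4-coated beads with anti-CD28 were added. Finally, after 18 h at 37 degrees C, EGFP and DsRed were imaged.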
Numbers without * were called inactive; ? = inconclusive; . = no result given; & = joins results of further samples; [ ] = dose if it differs, or a comment. Unless noted, calls follow the shape of the dose curve; as a rule, active = well fitted curve in the direction sought with a large enough effect; inconclusive = small, poorly fitted or top-dose-only effect, or another doubt; inactive = no such curve, though single readings can be large; an effect the other way counts as inactive or inconclusive.

1. O=C(NCc1cccnc1)Nc1ccc(F)cc1F
2. O=C(CN(C(=O)c1cccc([N+](=O)[O-])c1)C1CCCCC1)Nc1ccc(Cl)c([N+](=O)[O-])c1
3. CC(C(=O)Nc1ccc2c(c1)OCO2)c1ccc([N+](=O)[O-])cc1 (stereo unspecified)
4. CCOC(=O)c1c(NC(=O)CSc2nnc(C)c(=O)[nH]2)sc2c1CCC2
5. Cc1ccc(N2C(=O)N(CC(=O)Nc3ccc(C)c(C)c3[N+](=O)[O-])C(=O)C2C)cc1 (stereo unspecified)
6. CCSC(=S)c1c(C)[nH]n(-c2ccccc2)c1=O
Compound	1	2	3	4	5	6
PI5P4K alpha inh	-2	9	-1	-15	-9	-17
GLP-1R agonist	0%	11%	15%	7%	7%	-7%
DRD3 antagonist	-4	-79*	-5	-25	-7	11
GLP1R inv ag	3%	-11%	?	3%	2%	-18%
D3 ag	-1	-12	-5	-4	3	14
WRN helicase inh	-7%	7%	-7%	-18%	-10%	-13%
PLK1 PBD inh	0%	-8%	-11%	-30%	-10%	-2%
HEK293 tox	10%	1%	-3%	-2%	-1%	-31%
IL-2 act	1.0	-3.6	2.2	0.3	-0.6	3.4

7. O=C(CSc1nc2ccccc2c(=O)n1-c1ccccc1)N1CCc2ccccc2C1
8. CC(C)NC(=O)COc1ccc2c(c1)C(=O)CC(C)(C)O2
9. CNC(=O)c1nc(C)n(-c2cc(Cl)ccc2Cl)n1
10. CC(=NCCc1c(C)[nH]c2ccc(OCc3ccccc3)cc12)C1=C(O)CC(c2ccccc2)CC1=O (stereo unspecified)
11. COc1ccc(/C=N/NC(=O)c2cc(-c3ccccc3)nc3ccccc23)cc1O
12. CCN(CC(=O)NC(=O)NC1CCCC1)Cc1ccccc1
Compound	7	8	9	10	11	12
PI5P4K alpha inh	1	-5	0	8	-2	3
GLP-1R agonist	19%	4%	-1%	7%	27%	-1%
DRD3 antagonist	-24	-6	-28	-10	20	23
GLP1R inv ag	-19%	-29%	8%	?	11%	?
D3 ag	1	2	-3	-5	9	-3
WRN helicase inh	-7%	6%	5%	-9%	-11%	-1%
PLK1 PBD inh	-14%	-12%	-13%	1%	-1%	-5%
HEK293 tox	-3%	3%	1%	8%	-4%	-4%
IL-2 act	-2.2	1.1	-4.4	-0.2	0.2	-0.4

13. O=[N+]([O-])c1ccc(CNCc2cc(Cl)ccc2O)cc1
14. Cc1nc(NC(=O)CSc2nc3ccccc3s2)sc1C(=O)N(C)C
15. Cc1ccc(C)c(CN2C(=O)c3ccccc3S(=O)c3ccc(C(=O)NCc4ccccc4)cc32)c1 (stereo unspecified)
16. CC1=CCC2C(=O)N(c3cc(C)on3)C(=O)C2C1 (stereo unspecified)
17. COc1ccc([C@H]2CC(=O)C=C(c3cc(C(F)(F)F)cc(C(F)(F)F)c3)C2)cc1
18. CCOC(=O)C1CCN(S(=O)(=O)c2ccc3c(c2)CCN3C(=O)C2CCC2)CC1
Compound	13	14	15	16	17	18
PI5P4K alpha inh	-1	0	.	1	0	-2
GLP-1R agonist	5%	1%	0%	-8%	0%	5%
DRD3 antagonist	-8	?	.	0	0	2
GLP1R inv ag	1%	12%	?	-5%	15%	13%
D3 ag	-32	-2	-14	-4	9	4
WRN helicase inh	-13%	-15%	.	1%	3%	-2%
PLK1 PBD inh	-14%	-13%	.	-5%	7%	27µM*
HEK293 tox	-9%	-16%	-11%	-4%	-9%	-11%
IL-2 act	1.0	-3.3	.	0.4	1.3	-2.5

19. CCCCCCN1C[C@@H](O)[C@H](n2cc(COC(=O)c3ccccc3)nn2)C[C@@H]1c1ccc(Cl)cc1
20. CCCOc1ccc(C(C)=O)cc1CC(C(N)=O)C(N)=O
21. COc1ccc(C2(C(=O)NC(C)C)CCCC2)cc1OC
22. O=C(c1ccccc1Oc1ccc(C(F)(F)F)cc1[N+](=O)[O-])N1CCOCC1
23. CCc1cc2c(Nc3ccc(O)cc3)nc(C)nc2s1
24. Cc1ccc(C)c(SCC(=O)NC(=O)Nc2ccc3c(c2)OCCO3)c1
Compound	19	20	21	22	23	24
PI5P4K alpha inh	1	3	.	3	-5	1
GLP-1R agonist	-4%	-6%	-1%	8%	5%	1%
DRD3 antagonist	3	9	12	1	3	4
GLP1R inv ag	-10%	0%	3%	-3%	3%	1%
D3 ag	-1	-4	12	5	-1	8
WRN helicase inh	-6%	-4%	6%	0%	0%	-23%[57.1 µM]
PLK1 PBD inh	-21%	-2%	-2%	-9%	8%	-9%
HEK293 tox	7%	15%	-2%	5%	1%	-2%
IL-2 act	-3.6	-0.7	1.0	-0.5	0.0	0.3

25. CC(=O)c1c(C)[nH]c(C(=O)NCc2ccc(Cl)cc2)c1C
26. O=C(CN1C(=O)C(=O)c2ccccc21)NCCc1ccccc1
27. Cc1ccc(C)c(NC(=S)NC(=O)c2cncc(Br)c2)c1
28. O=C(CN1C(=O)NC2(CCCCC2)C1=O)NNC(=O)C1CC1
29. COc1ccccc1N1CCN(C2=NS(=O)(=O)c3ccccc32)CC1
30. S=C(NCCCN1CCN(CCCNC(=S)NC2CCCCC2)CC1)NC1CCCCC1
Compound	25	26	27	28	29	30
PI5P4K alpha inh	2	-29	-3	-3	-2	2
GLP-1R agonist	1%	5%	-3%	0%	5%	8%
DRD3 antagonist	-2	-17	?	0	20	-23
GLP1R inv ag	-21%	7%	-23%	17%	10%	?
D3 ag	0	-11	-24	6	2	-31
WRN helicase inh	3%	-12%	-17%	10%	-24%	14%
PLK1 PBD inh	-11%	-4%	-3%	-10%	-21%	4%
HEK293 tox	-3%	-6%	?	1%	67%[activator]	-35%
IL-2 act	0.7	-0.4	-0.5	0.5	-1.6	-0.3

The final two records of the section before lead into the next:
29. COc1ccccc1N1CCN(C2=NS(=O)(=O)c3ccccc32)CC1
30. S=C(NCCCN1CCN(CCCNC(=S)NC2CCCCC2)CC1)NC1CCCCC1
31. O=C(COC(=O)Cc1ccccc1F)Nc1cccc(F)c1
32. OC1=C(O)c2nc3ccccc3nc21
33. CCOC(=O)c1ccc(NC(=O)CSc2ccc(-c3ccccn3)nn2)cc1
34. O=C(C1CCC1)N1CCc2cc(S(=O)(=O)NCc3cccnc3)ccc21
35. O=[N+]([O-])c1ccc(O)c(C=NN2CCCCC2)c1
36. Cc1[nH]c2ccccc2c1C(=O)C(=O)NCC1CCCO1 (stereo unspecified)
Compound	29	30	31	32	33	34	35	36
PI5P4K alpha inh	-2	2	0	.	2	-2	-9	5
GLP-1R agonist	5%	8%	2%	-3%	4%	15%	0%	2%
DRD3 antagonist	20	-23	5	-28	0	51	-76*	-11
GLP1R inv ag	10%	?	-18%	1%	-17%&58%	56%[activator]	5%	23%
D3 ag	2	-31	0	-36	6&-1	-1	-22	-1
WRN helicase inh	-24%	14%	-2%	-18%	-25%	-2%	29%	1%
PLK1 PBD inh	-21%	4%	3%	?	-7%	-10%	1%	-9%
HEK293 tox	67%[activator]	-35%	-1%	4%	-1%&7%	7%	5%	8%
IL-2 act	-1.6	-0.3	-1.3	-2.0	-0.6	-1.5	-2.4	0.5

A few values from above.
GLP-1R agonist with CC(C(=O)Nc1ccc2c(c1)OCO2)c1ccc([N+](=O)[O-])cc1 (stereo unspecified) reads 15%
WRN helicase inh with CCSC(=S)c1c(C)[nH]n(-c2ccccc2)c1=O reads -13%
GLP1R inv ag with O=C(CN(C(=O)c1cccc([N+](=O)[O-])c1)C1CCCCC1)Nc1ccc(Cl)c([N+](=O)[O-])c1 reads -11%
PLK1 PBD inh with Cc1ccc(C)c(NC(=S)NC(=O)c2cncc(Br)c2)c1 reads -3%

(listing goes on)
37. COc1cccc(NC(=O)CN2C(=O)c3ccccc3Sc3ncccc32)c1
38. Cc1cc(-c2ccc(S(=O)(=O)N(C)c3ccc(C)c(C)c3)s2)on1
39. CCOc1ccccc1C1N(c2ccc(OC)cc2)C(=O)C2CCCN21 (stereo unspecified)
40. Cc1cccc(Cn2c(SCCN3CCOCC3)nc3c2c(=O)n(C)c(=O)n3C)c1
41. CC(O)CNc1nc2sc3c(c2c(=O)n1CCc1ccccc1)CCCCC3 (stereo unspecified)
42. C[C@H]1COc2cc(N3CCC[C@H]3CO)ccc2S(=O)(=O)N1
Compound	37	38	39	40	41	42
PI5P4K alpha inh	.	14	-3	-2	5	3
GLP-1R agonist	2%	12%	-3%	13%	20%	-2%
DRD3 antagonist	.	?	3	12	7	30
GLP1R inv ag	-15%	?	16%	10%	4.5µM*	15%
D3 ag	-6	-1	5	3	-7	9
WRN helicase inh	.	-8%	8%	-8%	-19%	2%
PLK1 PBD inh	.	-3%	-7%	-21%	-9%	2%
HEK293 tox	-5%	-23%	7%	1%	?	5%
IL-2 act	.	-0.2	-1.7	-0.8	-3.8	2.6

43. CCCN(C(=O)c1cc(Cl)nc2ccccc12)c1c(N)n(Cc2ccccc2)c(=O)[nH]c1=O
44. CC(C)C(NS(=O)(=O)c1ccccc1)C(=O)N1CCN(C(=O)c2ccco2)CC1 (stereo unspecified)
45. CCC1=NN2C(=N)/C(=C\c3cccn3-c3cccc(Cl)c3)C(=O)N=C2S1
46. Cc1onc(-c2ccccc2)c1C(=O)NC(CC(=O)O)c1ccc(OC(C)C)cc1 (stereo unspecified)
47. CCC(=O)Nc1ccc(C(=O)N/N=C/c2ccccc2[N+](=O)[O-])cc1
48. COc1cccc(CN=C2Nc3ccccc3CS2)c1
49. COc1cccc(N(CC(=O)NCCSc2ccccn2)S(=O)(=O)c2ccccc2)c1
50. O=C(O)CCCC(=O)N1CCc2cc(S(=O)(=O)NCc3ccccc3)ccc21
Compound	43	44	45	46	47	48	49	50
PI5P4K alpha inh	-1	-5	-10	0	.	2	-1	-11
GLP-1R agonist	-1%	-9%	1%	-7%	2%	2%	10%	-7%&-2%
DRD3 antagonist	34	-7	-5	-8	-15	4	-6	-13
GLP1R inv ag	28%	7%	23%	-13%	59%[activator]	7%	-3%	-1%&10%
D3 ag	-6	3	5	-6	3	12	-4	-3&-7
WRN helicase inh	-6%	-31%	-8%[11.6 µM]	-1%[57.1 µM]	-4%	-2%	2%[57.1 µM]	5%
PLK1 PBD inh	3%	3%	?	0%	-6%	?	-14%	-7%
HEK293 tox	1%	-1%	1%	-9%	2%	2%	0%	6%&-9%
IL-2 act	0.2	-2.3	-0.2	-0.5	-3.0	-2.7	-0.8	-2.0
